Assay outcomes deposited in PubChem BioAssay by several laboratories.
HSF1 activator: increases HSF-1 driven luciferase reporter signal; NIH3T3-HGL HSF-1 luciferase reporter, MG132, 8 h; 100% = twice DMSO control signal; activation, % at 9 µM; 300,000 tested, 1.7% active;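 active = mean replicate activation of at least 50% with a set share of replicates each reaching 50%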;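 also: 0% = median of the neutral control wells and 100% = twice that signal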
AI-2 QS modul: modulates the Vibrio harveyi AI-2 quorum sensing system; Vibrio harveyi JMH597 AI-2 luminescence/OD600 ratio, 9 h; hits give low values; strain lacks LuxN and CqsS sensors; 0 = neutral-control median; activity change, % at 7.5 µM; AID 2094; 300,000 tested, 0.4% active; in the data active = activity change below about -75%, passing the limit was not always enough;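 also: luminescence divided by OD600 gain over 9 h not by final OD600 alone; inactives centre near 13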
KLF5 inh: inhibitors of KLF5 expression | DLD-1 KLF5 promoter-luciferase reporter, luminescence | inhibition, % at 5 µM | 290,000 tested, 0.23% active;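 active = inhibition above a per-plate limit of that plate's mean compound inhibition plus 3 SD, cut at about 60% in these data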;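 also: 0% = DMSO wells and 100% = LY294002 at 200 µM; higher means less KLF5 promoter-driven luciferase light; inactives centre near -14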
HSP90 inh: blocks HSP90-mediated luciferase refolding in reticulocyte lysate; Rabbit reticulocyte lysate, luciferase refolding luminescence, 3 h; inhibition, % at 5.6 µM; 290,000 tested, 0.91% active; AID 1789;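 active = inhibition above the screen-wide mean plus 3 SD, computed separately per campaign, cut at about 16% in these data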;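 also: 0% = DMSO wells and 100% = 60 µM geldanamycin wells; inhibitors lower the luminescence because luciferase stays unfolded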
HIF activator: HIF pathway transcriptional activation; U2OS HRE-luciferase reporter, luminescence; normalized: DMSO 0%, desferrioxamine 100%; activation, % at 7.5 µM (by protocol); 300,000 tested, 0.32% active;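 active = mean activation of at least 10% of the iron chelator positive control signal, with at least half of replicates also reaching 10%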
aSyn UTR inh: 5' untranslated region of α-synuclein, MLPCN primary screen; inhibition, % (tested at 7.5 µM); alpha-synuclein 5'UTR reporter, inhibitor activity; AID 1813; 300,000 tested, 0.82% active; in the data active = inhibition above about 60%;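 also: H4 neuroglioblastoma cells stably carrying SNCA 5'UTR luciferase fusion; 0% = DMSO wells and 100% = positive control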
IEC-6 cytotox: counter-screen for KLF5 inhibitors: cytotoxicity in IEC-6 cells | 290,000 tested, 0.78% active | IEC-6 cytotoxicity, luminescence viability | inhibition, % at 5 µM; in the data active = inhibition above about 22%;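 also: 0% = plate median of test compound wells and 100% = cytotoxic reference compound wells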
HSF1 inhib: HSF1 inhibition; NIH3T3-HGL HSE-luciferase, MG132-induced, luminescence 8 h; hits give low values; 300,000 tested, 0.77% active; activity change, negative = inhibition, % at 7.5 µM (by protocol);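 active = more than half of replicate wells show activity change below -50%, luminescence cut by over half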;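 also: luciferase reports HSF-1 transcriptional activity via heat shock element; 0% = median of DMSO wells and -100% = zero luminescence signal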
Platelet DG rel: modulates dense granule release in human platelets | human platelet-rich plasma, SFLLRN dense granule ATP release, luminescence | inhibition, %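 (compounds screened at 7.5 µM in platelet-rich plasma)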 | 300,000 tested, 0.22% active;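 active = mean replicate score, as percent of positive control, at or above 50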
HDAC3 inh: blocks human histone deacetylase 3; AID 2718; recombinant HDAC3, fluorogenic peptide/trypsin coupled, fluorescence; O15379; inhibition, % at 8.3 µM; 320,000 tested, 0.15% active; in the data active = inhibition above about 26%, passing the limit was not always enough
Target sequence (O15379 whole entry, looked up): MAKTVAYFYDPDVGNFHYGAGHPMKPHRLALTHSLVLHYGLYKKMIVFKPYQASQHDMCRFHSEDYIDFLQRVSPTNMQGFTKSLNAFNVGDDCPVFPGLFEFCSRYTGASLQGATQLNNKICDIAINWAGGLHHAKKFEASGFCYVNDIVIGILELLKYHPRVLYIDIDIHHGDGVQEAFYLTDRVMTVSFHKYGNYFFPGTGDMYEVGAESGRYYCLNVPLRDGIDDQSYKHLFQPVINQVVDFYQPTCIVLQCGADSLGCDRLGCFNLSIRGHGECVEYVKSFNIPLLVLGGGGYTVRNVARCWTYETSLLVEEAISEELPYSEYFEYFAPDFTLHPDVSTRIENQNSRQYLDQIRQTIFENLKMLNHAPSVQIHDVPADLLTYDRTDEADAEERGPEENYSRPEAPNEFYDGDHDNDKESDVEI
* marks the source's active call; other numbers are inactive results; x = not tested or not shown. Outcome played no part in choosing rows; 5% or so of the library scored in one or more.

Molecule	HSF1 activator	AI-2 QS modul	KLF5 inh	HSP90 inh	HIF activator	aSyn UTR inh	IEC-6 cytotox	HSF1 inhib	Platelet DG rel	HDAC3 inh
COCCCNC(=O)CN(c1cc(OC)ccc1OC)S(=O)(=O)c1ccccc1	-3	45	-7	-4	-1.1	1	-2	-8	0	1
COc1c(CC=C(C)C)c(O)cc2oc(=O)c3c4ccc(O)cc4oc3c12	-6	-7	x	x	1.7	-47	x	5	1	-18
CC/C(O)=C1\C(=O)CCCC1=NCc1nc2ccccc2[nH]1	6	-7	15	3	0.1	4	4	-1	0	-5
CCOC(=O)c1c(CN2CCN(CCO)CC2)n(C)c2cc(Br)c(OC)cc12	-18	14	2	4	0.0	-1	6	9	2	4
CC1CCN(C(=O)C2CC(c3ccc(F)cc3)=NO2)CC1 (stereo not drawn)	17	15	-34	-3	2.5	-88	-5	11	-7	6
O=[N+]([O-])c1ccc(O)c(-c2cc(C(F)(F)F)nc(-c3ccccc3)n2)c1	17	61	82*	-4	-6.3	90*	13	5	-2	1
CCCc1ccc2oc(C(=O)N(C)Cc3ccn[nH]3)c(C)c2c1	33	1	-127	-12	2.5	-85	-2	25	-10	14
Cc1ccc(NC(=O)c2oc(=O)c3ccccc3c2-c2ccccc2)c(C)c1	10	9	7	5	0.0	19	3	-1	6	7
Cc1nc(SCC(=O)NCC2CCCO2)[nH]c(=O)c1C (stereo not drawn)	-67	21	x	x	-0.1	10	x	-56*	-22	-2
CC(C)(C)c1ccccc1OCCCCCn1ccnc1	9	31	2	0	-0.9	12	4	-4	-1	7
CC(=O)c1ccc(S(=O)(=O)NC2CC(=O)N(c3cccc(F)c3)C2)cc1 (stereo not drawn)	12	12	x	x	-0.6	12	x	3	2	5
Cn1nc(C(C)(C)C)cc1NC(=O)Nc1cc(Cl)cc(Cl)c1	4	33	-1	-1	-0.6	22	8	-8	8	10
CCOc1ccc(C2/C(=C(\O)c3ccc4c(c3)OCCO4)C(=O)C(=O)N2CCCN2CCOCC2)cc1 (stereo not drawn)	6	30	-15	-2	-0.7	-3	-6	-2	7	4
CC1CCN(S(=O)(=O)c2ccc3[nH]c(=O)c(=O)[nH]c3c2)CC1	16	0	-9	4	-0.4	0	3	-3	-10	-4
c1ccc(CSC2=NCCCN2)cc1	4	22	-24	4	-0.3	7	4	-3	-2	3

The list goes on:
Molecule	HSF1 activator	AI-2 QS modul	KLF5 inh	HSP90 inh	HIF activator	aSyn UTR inh	IEC-6 cytotox	HSF1 inhib	Platelet DG rel	HDAC3 inh
Cc1cc(C)c(S(=O)(=O)NC2CC3CCC2C3)c(C)c1 (stereo not drawn)	1	2	-27	1	1.1	13	-8	0	-2	-1
N#CCC(=O)NN=C1CCCCCCCCCCC1	0	18	-21	2	-0.4	11	4	-10	10	3
NC(=O)c1ccc(-c2ncc(-c3ccccc3)o2)cc1	-10	21	36	15	0.8	-68	4	-7	-7	-35
N#CCCn1nc(-c2ccccc2)cc1Nc1ccccc1NC(=O)c1cccs1	4	4	-28	3	0.1	-3	2	7	-4	3
COC(=O)c1ccccc1NC(=O)CN1CCC(NC(=O)c2ccccc2C)CC1	-25	22	-9	-3	-0.2	33	-6	-4	5	6
CN(C(=O)COC(=O)Cc1c(Cl)cccc1Cl)c1c(N)n(Cc2ccccc2)c(=O)[nH]c1=O	-2	2	x	x	-0.1	7	x	-1	10	11
COc1ccc(NS(=O)(=O)c2ccc(NC(C)=O)cc2)c(OC)c1	17	7	-12	5	-0.2	3	4	-5	0	0
CCOC(=O)C(CC)n1cnc2c(nnn2-c2ccc(C)cc2)c1=O (stereo not drawn)	1	-4	-22	3	1.0	1	-1	-5	0	-5
COc1cccc(CNC(=O)CCS(=O)(=O)c2ccc3c(c2)NC(=O)CO3)c1	-49	53	-10	0	2.5	99*	0	-42	-5	-5
CCCN(CC1CCCO1)C(=O)CCc1nnc(-c2cc(C)on2)o1 (stereo not drawn)	4	17	-30	-7	1.5	-2	1	6	8	1
Cc1ccc(C)c(N(C(=O)Cn2nnc(-c3cccs3)n2)C(C(=O)NC2CC2)c2ccc(C)o2)c1 (stereo not drawn)	10	2	-19	-3	-0.8	0	3	17	1	6
CC(=O)Nc1c(C(=O)c2ccccc2)oc2ccccc12	16	9	-31	0	0.2	-8	1	-7	-7	0
CCOC(=O)C1=C(O)/C(=C/c2cccc(OC)c2O)N=C1C	22	12	2	-2	0.3	3	-6	-3	-4	9
CN(C)c1ccc(C(C(=O)NCC2CCCO2)N(Cc2ccco2)C(=O)c2snc(C(N)=O)c2N)cc1 (stereo not drawn)	3	14	2	-1	0.0	-8	-2	5	-27	-1
COc1ccc(C(=O)Nc2cccnc2Cl)cc1OC	18	11	-34	-1	0.3	-2	-2	-1	-1	8

Full records, looked up by structure. Values in the order: HSF1 activator	AI-2 QS modul	KLF5 inh	HSP90 inh	HIF activator	aSyn UTR inh	IEC-6 cytotox	HSF1 inhib	Platelet DG rel	HDAC3 inh
CC1CCN(S(=O)(=O)c2ccc3[nH]c(=O)c(=O)[nH]c3c2)CC1 as listed: 16	0	-9	4	-0.4	0	3	-3	-10	-4
CCOC(=O)c1c(CN2CCN(CCO)CC2)n(C)c2cc(Br)c(OC)cc12 as listed: -18	14	2	4	0.0	-1	6	9	2	4

The listing continues:
Molecule	HSF1 activator	AI-2 QS modul	KLF5 inh	HSP90 inh	HIF activator	aSyn UTR inh	IEC-6 cytotox	HSF1 inhib	Platelet DG rel	HDAC3 inh
COC(=O)c1sccc1NC(=O)c1cnc2cc(C)nn2c1C	16	13	-5	3	-0.8	1	-3	-1	1	1
COCCNc1nc2c(c(=O)n(Cc3cccc(Cl)c3)c(=O)n2C)n1C	18	29	-9	-3	-8.6	25	0	12	6	5
CC1(C)Cc2nc3oc4c(=S)nc[nH]c4c3cc2CO1	-1	8	-48	0	5.0	-64	-2	1	-2	4
Cc1ccc(S(=O)(=O)N(C)S(=O)(=O)c2ccc(C#N)cc2)cc1	-10	20	-8	1	-0.3	15	2	2	0	-2
COC(=O)c1ccc(S(=O)(=O)N2CCc3ccccc32)cc1	-1	18	-10	-5	3.5	-96	-3	-8	11	3
CC(C)(C)C(=O)NC(=S)Nc1ccc(S(=O)(=O)Nc2nccs2)cc1	8	26	-11	3	-0.2	-11	3	-9	4	-6
CCOc1cccc(-c2nnc3sc(COc4ccc(OC)cc4)nn23)c1	2	23	-12	-1	-0.2	12	1	3	-5	-1
O=C(Cc1ccc(-c2ccccc2)cc1)Nc1ccccc1	-1	12	-30	1	0.2	-28	-10	5	0	-9
Cc1onc(-c2ccccc2Cl)c1C(=O)Nc1ccc(S(=O)(=O)NCC2CCCO2)cc1 (stereo not drawn)	3	49	-30	6	-0.7	18	-2	-6	3	2
CCOc1c(C)cnc2c1c(=O)n(Cc1ccccc1Cl)c(=O)n2C	-4	23	-9	-7	-0.2	21	-7	-6	-10	-3
COc1ccc(C(C#N)c2nc3ccccc3nc2Cl)cc1 (stereo not drawn)	-6	10	-14	-1	-12	-33	2	2	-4	2
COc1cccc(C(=O)NCCn2ccc3ccccc32)c1	13	2	-84	13	4.1	-119	3	9	4	-1
CCCCNC(=O)COn1nnc2ccc(S(=O)(=O)N3CCOCC3)cc21	5	0	x	x	-0.6	7	x	-5	4	-2
Cc1ccc(C)c(CS(=O)(=O)c2cn(CC(=O)N3CCC(C)CC3)c3ccccc23)c1	2	27	9	-2	0.0	-7	-2	12	-22	5
COc1ccc(C)cc1NC(=O)CSc1nnc(-c2ccc(Br)cc2)o1	0	13	-2	2	0.5	-55	6	2	6	-3

(list continues)
Molecule	HSF1 activator	AI-2 QS modul	KLF5 inh	HSP90 inh	HIF activator	aSyn UTR inh	IEC-6 cytotox	HSF1 inhib	Platelet DG rel	HDAC3 inh
O=C1NC2(CCCCC2)C(=O)N1Cc1cc(=O)n2ccsc2n1	2	19	-26	-3	0.5	5	0	-3	3	2
CCOC(=O)/C(C#N)=C\C=C1C=CN(C)C=C1	8	9	-62	1	3.1	-150	10	-4	3	13
CCOC(=O)Cc1cnc(NC(=O)CSc2nc(C)cc(C)n2)s1	13	24	-32	-3	-0.2	6	0	-1	-5	2
Cc1ccc(Nc2nc(-c3cccnc3)nc3ccccc23)cc1	19	14	0	5	2.0	-95	19	-8	6	8
C=C1CCN(Cc2ccccc2)S(=O)(=O)c2ccccc21	-5	9	x	x	-0.2	-6	x	0	4	9
Cc1ccc(NC(=O)CN2C(=O)NC3(CCc4ccccc43)C2=O)cc1Cl (stereo not drawn)	-8	-90*	-12	0	-0.4	-14	-4	1	18	7
CCOC(=O)c1c(NC(=O)CSc2nnnn2C)sc(C(=O)N(C)C)c1C	23	21	-30	-1	-0.3	-2	0	0	-8	-4
N#CC(C(=O)NC1CCCCC1)c1nc2ccccc2nc1N1CCN(c2ccc(F)cc2)CC1 (stereo not drawn)	-11	2	-22	-4	-0.2	12	-9	-2	-2	x
COc1ccc(CCNC(=O)COc2ccccc2[N+](=O)[O-])cc1OC	17	15	-25	-3	0.0	6	7	1	-3	-2
COc1ccc(/C=N/NC(=O)c2[nH]nc3c2CCc2ccccc2-3)cc1OC	-1	10	-11	3	1.8	47	-2	-7	1	-2
O=C(c1ccc(F)cc1)N(Cc1ccccc1)C1CCS(=O)(=O)C1 (stereo not drawn)	-1	11	-20	0	-0.4	-12	2	0	-36	1
Cc1ccc(C(=O)O/N=C(\N)c2cccc([N+](=O)[O-])c2)cc1	26	1	-62	-4	2.9	-218	-3	15	8	6
CCOC(=O)c1ccc(NC(=O)Cn2cccc2)cc1	31	24	-47	-2	-0.2	-52	-1	-3	10	-3
CCc1cccc(C)c1NC(=O)COC(=O)c1ccc2c(c1)S(=O)(=O)c1ccccc1C2=O	-1	-4	-4	4	-3.5	-26	1	-3	-1	-8
CCc1ccc(NS(=O)(=O)c2c(C(=O)N3CCCCCC3)c(C)n(C)c2C)cc1	-18	9	-2	1	-0.7	-1	0	3	-2	-1
